S2 tox: viability counter-screen for ATXN expression inhibitors | S2 cells (HEK-293 line with an ATXN2-luciferase reporter) viability, CellTiter-Fluor protease fluorescence, 24 h | Potency, µM (highest dose often 56.7 µM), most hits filed as cytotoxic | actives 0.49% (n = 400,000) | AID 651635; further: potency means the concentration at half of the fitted maximal effect; nearly all actives have a fitted effect of over 40% in size
TGFb inhibitor: inhibitors of TGF-b signaling | HepG2 CAGA-GFP TGF-b/SMAD3 reporter, GFP fluorescence, 18 h; TGF-beta stimulated, 500 pg/mL final | Potency, µM (series often up to 46.1 µM), for the others: top-dose activity, negative = inhibition, most hits filed as inhibitors | actives 1.2% (n = 410,000); further: potency means the concentration at half of the fitted maximal effect; on the % scale 0 is the no-effect control and ±100 the full control effect; nearly all actives have a fitted effect of over 65% in size
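Read-out: total well GFP (ex488/em500-530) summed from mean per-cell fluorescence. Cells: HEPG2 CAGA-GFP, 1% FBS DMEM, 18 h at 37 degrees C with 500 pg/mL final TGF-beta. Unstimulated wells served as the full-inhibition control; stimulated DMSO wells = 0%.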
Akt phos inh: Akt phosphorylation inhibition; Neuro2A IGF-stimulated pAkt S473 HTRF, 20 min; active compounds read low; activity change, % for hits at 50 µM; actives 0.32% (n = 360,000); AID 651550; in the data active means activity change below about -80%; inconclusive means mostly about -51% to -80%; further: on the % scale 0 is the no-effect control and ±100 the full control effect
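Neuro2A cells in DMEM with 0.5% FBS, overnight at 37 deg C, given compound at single 50 µM final, then IGF (6 nM final) for 20 min at 37 deg C. Lysed; phospho-Akt Ser473 by HTRF after 24 h, 665/615 ratio.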
CCT chaperon mod: changes cytosolic chaperonin activity; activity change, % (concentration not given with the values), hits read low; actives 0.3% (n = 360,000); purified chaperonin ATPase assay, HTRF ADP detection, 30 min; in the data active means activity change below about -30%; further: on the % scale 0 is the no-effect control and ±100 the full control effect
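TRiC (40 or 20 nM final, by batch activity) in 30 mM Tris pH 7.4, 100 mM KCl, 5 mM MgCl2, 1 mM DTT was treated with compound at 76 uM single dose, then 10 uM ATP, 30 min at 37 °C. ADP was read by HTRF Transcreener.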
Nrf2 ARE act: activates Nrf2 signaling; AREc32 ARE-luciferase reporter (MCF7-derived line), luminescence, 24 h; Potency, µM (highest dose often 46.1 µM), for inactives: top-dose activation, hits mostly activators; actives 0.31% (n = 410,000); further: potency means the concentration at half of the fitted maximal effect; % of control where 0% means no effect; nearly all actives have a fitted effect of over 65% in size
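ARE activation measured as luciferase luminescence (Steady-Glo, 30 min RT) in AREc32_Fluc cells after 24 hr compound exposure at 37 deg C, 5% CO2; cells seeded overnight at 1000/well in OPTI-MEM, 5% FBS.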
MmCpn inh: blocks the Methanococcus maripaludis chaperonin Mm-Cpn | purified Mm-Cpn ATPase, ADP Transcreener TR-FRET | Potency, µM (highest dose often 76.9 µM), inactives show at the top dose activity, negative = inhibition, most hits filed as inhibitors | actives 0.031% (n = 330,000) | AID 504842; further: potency means the concentration at half of the fitted maximal effect; on the % scale 0 is the no-effect control and ±100 the full control effect; nearly all actives have a fitted effect of over 80% in size
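ATP (10 uM final) was added to archaeal chaperonin (25 nM final) after 10 min exposure to test compound at 37°C; after 30 min further incubation, ADP was detected by competitive TR-FRET.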
Nrf2 block: Nrf2 pathway inhibition; actives 2.1% (n = 360,000); Potency, µM (series often up to 46 µM), for the others: at the highest dose activity change, negative = inhibition, most hits filed as inhibitors; A549 ARE-Fluc reporter, luciferase luminescence, 18-24 h; further: potency means the concentration at half of the fitted maximal effect; on the % scale 0 is the no-effect control and ±100 the full control effect; nearly all actives have a fitted effect of over 60% in size
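Nrf2 activity is the BugLite luminescence, read 15 min after reagent at room temperature, following CellTiter-Fluor cytotoxicity readout (30 min, 37C). Compound titrations were applied for 18-24 h to 5000 A549 ARE_Fluc cells/well in 5% FBS OPTI-MEM.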
A549 tox: counter-screen for Nrf2 inhibitors: cytotoxicity in A549 cells. AID 504648. A549 ARE-Fluc cells, CellTiter-Fluor viability, 18-24 h. Potency, µM (titrated, usually from 46 µM), inactives show at the top dose activity change, negative = cytotoxicity, most hits filed as inhibitors. actives 0.16% (n = 390,000); further: potency means the concentration at half of the fitted maximal effect; on the % scale 0 is the no-effect control and ±100 the full control effect
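A549 ARE-Fluc cells in 5% FBS OPTI-MEM, 5000 cells/well, rested 2 h then exposed to compounds in concentration-response for 18-24 h at 37 °C. Viability by CellTiter-Fluor fluorescence (Ex 405/Em 525) after 30 min; luciferase luminescence (BugLite, 15 min, RT) read afterwards.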
HepG2 viability: HepG2 cytotoxicity, counter-screen for TGF-b inhibitors. Potency, µM (top dose mostly 46.1 µM), without a hit: at the top dose activity change, negative = cytotoxicity, actives largely listed as cytotoxic. AID 588856. actives 0.76% (n = 410,000). HepG2 CAGA-GFP viability, ATP luminescence, 18 h; further: potency means the concentration at half of the fitted maximal effect; some results filed as inactive show a strong effect at the top dose
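HepG2 CAGA-GFP cells (1000/well, DMEM with 1% FBS) received compound, then TGF-beta at 500 pg/mL final, and were incubated 18 hours at 37 degrees C. Viability was read by CellTiter-Glo luminescence. Media-only wells were set as complete cell-killing and DMSO as no toxicity.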
An asterisk follows results filed as active. Unless noted, the call rests on the fitted dose curve; in most records, active means well fitted curve in the direction sought with a large enough effect; inconclusive means small, poorly fitted or top-dose-only effect, or another doubt; inactive means no such curve, though single readings can be large; an effect the other way counts as inactive or inconclusive. This is a subset (hit frequency here may not be typical).

What do the screens show for `CN1CCN(Cc2ccccc2C(F)(F)F)CC1`?
S2 tox: inactive; TGFb inhibitor: -2.1%; Akt phos inh: inactive; CCT chaperon mod: 1.4; Nrf2 ARE act: -0.6%; MmCpn inh: -3.7%; Nrf2 block: -2.2%; A549 tox: -6.1%; HepG2 viability: 3.9%

What do the screens show for `COc1ccc(C(CN(C)C)C2(O)CCCCC2)cc1` (configuration not stated)?
S2 tox: inactive; TGFb inhibitor: 3.0%; Akt phos inh: inactive; CCT chaperon mod: 2.6; Nrf2 ARE act: 1.8%; Nrf2 block: inconclusive; A549 tox: 2.9%; HepG2 viability: 6.1%

Results for CCCCCCNC(=O)N[C@@H](Cc1ccc(O)cc1)C(=O)NCCC[C@H]1CN2C(=NC[C@H]2C)N1CC1CCC1 ?
S2 tox: inactive; TGFb inhibitor: -0.6%; Akt phos inh: inactive; CCT chaperon mod: 1.4; Nrf2 ARE act: 1.2%; MmCpn inh: 1.2%; Nrf2 block: inconclusive; A549 tox: -5.9%; HepG2 viability: -2.1%

Results for CCCn1cc(S(=O)(=O)c2ccc(OC)cc2)c(=O)c2cc(F)c(N3CCCCCC3)cc21 ?
TGFb inhibitor: -12.4%; Nrf2 ARE act: 0.2%; Nrf2 block: inconclusive; A549 tox: -15.5%; HepG2 viability: -7.7%

Results for CC(NC1=NCCS1)c1ccccc1 (configuration not stated) ?
S2 tox: inactive; TGFb inhibitor: -2.9%; Akt phos inh: inactive; CCT chaperon mod: 0.0; Nrf2 ARE act: -0.9%; MmCpn inh: 0.8%; Nrf2 block: 5.9%; A549 tox: 9.6%; HepG2 viability: 0.6%

Results for CCN1CCN(Cc2cc(Br)cc(OC)c2O)CC1 ?
S2 tox: inactive; TGFb inhibitor: inconclusive; Akt phos inh: inactive; CCT chaperon mod: -1.7; Nrf2 ARE act: 1.9%; MmCpn inh: -1.2%; Nrf2 block: 3.5%; A549 tox: 4.9%; HepG2 viability: 4.1%

Results for Cn1c(=O)oc(=O)c2ccccc21 ?
S2 tox: inactive; TGFb inhibitor: -4.5%; Akt phos inh: inactive; CCT chaperon mod: -2.3; Nrf2 ARE act: 2.2%; Nrf2 block: -11.6%; A549 tox: 8.3%; HepG2 viability: -15.5%

What do the screens show for `O=C(COc1ccc2c3c(c(=O)oc2c1)CCC3)N1C[C@H]2C[C@@H](C1)c1cccc(=O)n1C2`?
S2 tox: inactive; TGFb inhibitor: 20.5%; Akt phos inh: inactive; CCT chaperon mod: 2.1; Nrf2 ARE act: 4.3%; MmCpn inh: 2.9%; Nrf2 block: -10.7%; A549 tox: -2.7%; HepG2 viability: 4.5%

How did O[C@H]1C2CCC1C(N1CCCCC1)CC2 (some centres not stated) do in these assays?
S2 tox: inactive; TGFb inhibitor: 0.3%; Akt phos inh: inactive; CCT chaperon mod: -3.5; Nrf2 ARE act: 2.0%; MmCpn inh: 0.1%; Nrf2 block: 3.2%; A549 tox: -6.8%; HepG2 viability: -13.9%

Results for CCCN1CCC2(CC1)NC(CO)(CO)CO2 ?
S2 tox: inactive; TGFb inhibitor: -18.2%; Akt phos inh: inactive; CCT chaperon mod: -3.9; Nrf2 ARE act: -0.8%; MmCpn inh: 0.8%; Nrf2 block: -28.3%; A549 tox: -24.6%; HepG2 viability: 12.4%

How did COC(=O)C1=C(c2ccc(F)cc2OCc2ccccc2)C[C@@H]2CC[C@H]1N2C(=O)NCCN1CCOCC1 do in these assays?
S2 tox: inactive; TGFb inhibitor: -3.7%; Akt phos inh: inactive; CCT chaperon mod: 0.7; Nrf2 ARE act: 3.1%; MmCpn inh: -1.4%; Nrf2 block: -3.4%; A549 tox: 1.2%; HepG2 viability: -8.3%

How did Cc1ccccc1C1CC(=O)Nc2ccc3ccccc3c21 (configuration not stated) do in these assays?
S2 tox: inconclusive; TGFb inhibitor: 12.6µM*; Nrf2 ARE act: -0.6%; Nrf2 block: 5.7%; A549 tox: -2.6%; HepG2 viability: -24.7%

How did O=C(N/N=C/c1c(O)n(C2CCCCC2)c(=S)[nH]c1=O)c1ccccc1O do in these assays?
S2 tox: inactive; TGFb inhibitor: inconclusive; CCT chaperon mod: -1.5; Nrf2 ARE act: -0.7%; MmCpn inh: 3.3%; Nrf2 block: 1.5%; A549 tox: 0.2%; HepG2 viability: -23.2%

Results for c1ccc(CN2CCc3nc4ccccc4cc3C2)cc1 ?
S2 tox: inactive; TGFb inhibitor: 0.0%; Akt phos inh: inactive; CCT chaperon mod: -1.1; Nrf2 ARE act: -0.5%; MmCpn inh: -3.0%; Nrf2 block: 1.1%; A549 tox: -1.9%; HepG2 viability: -1.8%

How did Nc1ccc(Br)cc1C(=O)c1ccccc1 do in these assays?
S2 tox: inactive; TGFb inhibitor: -25.9%; Akt phos inh: inactive; CCT chaperon mod: 0.5; Nrf2 ARE act: -0.4%; MmCpn inh: 0.9%; Nrf2 block: -1.1%; A549 tox: -0.2%; HepG2 viability: -29.1%

What do the screens show for `N#Cc1ccc2nc(-c3ccc(CN4CCC(n5c(=O)[nH]c6ccccc65)CC4)cc3)c(-c3ccccc3)nc2c1`?
S2 tox: inconclusive; Akt phos inh: inactive; CCT chaperon mod: -0.3; Nrf2 ARE act: -0.7%

Results for CCCCCn1c(SCCCC)nc2c1c(=O)[nH]c(=O)n2C ?
S2 tox: inactive; TGFb inhibitor: -3.7%; Akt phos inh: inactive; CCT chaperon mod: 0.9; Nrf2 ARE act: -0.4%; MmCpn inh: -3.1%; Nrf2 block: inconclusive; A549 tox: -8.5%; HepG2 viability: -18.3%

What do the screens show for `COC(=O)C1=C(c2ccc(OC)c(OC)c2)C[C@@H]2CC[C@H]1N2C(=O)N1CCc2cc(OC)c(OC)cc2C1`?
S2 tox: inconclusive; TGFb inhibitor: 4.7%; Akt phos inh: inactive; CCT chaperon mod: -2.8; Nrf2 ARE act: -0.5%; MmCpn inh: 1.9%; Nrf2 block: -11.0%; A549 tox: -8.8%; HepG2 viability: 0.1%

What do the screens show for `COC(=O)C1=C(c2cccc(OCc3ccccc3)c2)C[C@@H]2CC[C@H]1N2C(=O)NCc1ccc2[nH]ccc2c1`?
S2 tox: inconclusive; TGFb inhibitor: -5.8%; Akt phos inh: inactive; CCT chaperon mod: 3.1; Nrf2 ARE act: 0.2%; MmCpn inh: -1.2%; Nrf2 block: inconclusive; A549 tox: -6.3%; HepG2 viability: -13.5%

Results for CC1OC(OC2C(O)CC(OC3C(O)CC(OC4CCC5(C)C(CCC6C5CCC5(C)C(C7=CC(=O)OC7)C(O)CC65O)C4)OC3C)OC2C)CC(O)C1O (configuration not stated) ?
S2 tox: inconclusive; TGFb inhibitor: inconclusive; Akt phos inh: inactive; CCT chaperon mod: -0.1; Nrf2 ARE act: 0.4%; Nrf2 block: 0.092µM*; A549 tox: inconclusive; HepG2 viability: -44.0%

Results for Cn1c(O)c(C2=NNC(c3ccc(Cl)cc3)C2)c(=O)n(C)c1=O (configuration not stated) ?
S2 tox: inactive; TGFb inhibitor: -6.5%; Akt phos inh: inactive; CCT chaperon mod: -1.3; Nrf2 ARE act: 0.0%; MmCpn inh: -1.1%; Nrf2 block: -25.2%; A549 tox: 1.5%; HepG2 viability: -2.9%

Results for O=C1CCCCC1 ?
S2 tox: inactive; TGFb inhibitor: 2.7%; Akt phos inh: inactive; CCT chaperon mod: -1.5; Nrf2 ARE act: 0.5%; MmCpn inh: 0.3%; Nrf2 block: -0.1%; A549 tox: -1.2%; HepG2 viability: -3.8%

Results for C=C(C)CSc1nnc([C@@H](N)Cc2ccccc2)o1 ?
S2 tox: inactive; TGFb inhibitor: 1.7%; Akt phos inh: inactive; CCT chaperon mod: -2.9; Nrf2 ARE act: 0.6%; MmCpn inh: -2.6%; Nrf2 block: 11.8%; A549 tox: -0.2%; HepG2 viability: 12.3%

How did O=C(C[N+]12CCC(CC1)C(C(O)(c1ccccc1)c1ccccc1)C2)c1ccc(Br)cc1 (configuration not stated) do in these assays?
S2 tox: inactive; TGFb inhibitor: -9.2%; Akt phos inh: inactive; CCT chaperon mod: -2.1; Nrf2 ARE act: 0.0%; MmCpn inh: 4.1%; Nrf2 block: -17.4%; A549 tox: -14.6%; HepG2 viability: -12.0%

How did CNC(=O)Oc1cccc(-c2cn3cc(OC(=O)NC)ccc3n2)c1 do in these assays?
S2 tox: inconclusive; TGFb inhibitor: -15.4%; Akt phos inh: inactive; CCT chaperon mod: 1.4; Nrf2 ARE act: 16.0%; MmCpn inh: -6.0%; Nrf2 block: inconclusive; A549 tox: -5.6%; HepG2 viability: -10.8%

How did COc1cccc(C)c1NC1=NCCO1 do in these assays?
S2 tox: inactive; TGFb inhibitor: 6.2%; Akt phos inh: inactive; CCT chaperon mod: 2.9; Nrf2 ARE act: 0.1%; HepG2 viability: -2.1%

3 compounds already listed, arranged by heavy-atom count, falling.
What do the screens show for `N#Cc1ccc2nc(-c3ccc(CN4CCC(n5c(=O)[nH]c6ccccc65)CC4)cc3)c(-c3ccccc3)nc2c1`?
S2 tox: inconclusive; Akt phos inh: inactive; CCT chaperon mod: -0.3; Nrf2 ARE act: -0.7%

How did O=C(C[N+]12CCC(CC1)C(C(O)(c1ccccc1)c1ccccc1)C2)c1ccc(Br)cc1 (configuration not stated) do in these assays?
S2 tox: inactive; TGFb inhibitor: -9.2%; Akt phos inh: inactive; CCT chaperon mod: -2.1; Nrf2 ARE act: 0.0%; MmCpn inh: 4.1%; Nrf2 block: -17.4%; A549 tox: -14.6%; HepG2 viability: -12.0%

Results for O=C1CCCCC1 ?
S2 tox: inactive; TGFb inhibitor: 2.7%; Akt phos inh: inactive; CCT chaperon mod: -1.5; Nrf2 ARE act: 0.5%; MmCpn inh: 0.3%; Nrf2 block: -0.1%; A549 tox: -1.2%; HepG2 viability: -3.8%

Bioassay records from PubChem.
